# Assay outcomes from PubChem.
# M1AAP inhibition = malaria alanyl aminopeptidase activity blockers – biochemical, fluorogenic H-Leu-NHMec substrate, 1536-well (AID 1445) | actives 0.42% (n = 220,000) | recombinant M1AAP, H-Leu-NHMec fluorogenic kinetic assay; higher % means a stronger effect | inhibition, % at 30 µM; hits with a dose series show IC50 in µM;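 active = primary inhibition above the hit cutoff, then over 50% inhibition at one or more dose response concentrations, cut at about 23% in these data, passing the limit was not always enough; inconclusive = conflicting primary data, or primary hits not chosen for dose response; inactive = low primary inhibition, or under 50% at every dose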;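 also: plate controls were DMSO full reaction for no effect and no enzyme background for full effect; strong numbers were not always called active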
# GPR55 activation = selective activators of receptor GPR55 – imaging, U2OS cells, beta-arrestin-GFP redistribution, primary screen (AID 1961) | U2OS GPR55 beta-arrestin-GFP redistribution imaging; higher % means a stronger effect | actives 0.048% (n = 290,000) | activation, % at 10 µM; hits with a dose series show EC50 in µM;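 active = activation above 40% with more than 50 cells counted in the well; inconclusive = wells holding fewer than 50 cells, flagged as toxic or sparse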;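 also: U2OS osteosarcoma cells stably expressing GPR55 and beta-arrestin-GFP; plate controls were DMSO negative control for no effect and LPI positive control for full effect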
# KOR beta-arrestin-1 = KOR agonists, beta-arrestin recruitment, primary screen, cell-based, luminescence, uHTS (AID 1777); KOR beta-arrestin recruitment, luminescence; higher % means a stronger effect; one-dose activation, % at 10 µM; EC50 in µM for titrated hits; actives 0.02% (n = 280,000); in the data active = activation above about 50%, passing the limit was not always enough; also: a part of the inactive calls stands beside numbers as strong as those of hits
# P. falciparum M17LAP = P. falciparum M17LAP inhibitors, primary screen, biochemical, fluorogenic H-Leu-NHMec substrate, 1536-well (AID 1619); one-dose inhibition, % at 30 µM; IC50 in µM for titrated hits; actives 0.38% (n = 220,000); recombinant M17LAP, H-Leu-NHMec fluorogenic kinetic assay; higher % means a stronger effect;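 active = compound inhibiting the enzyme by more than half at any dose during confirmatory dose-response retesting; inconclusive = strong single-dose inhibitors picked by rank but not retested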;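 also: plate controls were full reaction with DMSO carrier for no effect and no enzyme background for full effect; strong numbers were not always called active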
# HEK293 NOD2/NF-kB = NOD2 signaling inhibitors, cell-based, luminescence, uHTS, HEK293 (AID 1566); HEK293 NOD2/NF-kB luciferase reporter, luminescence; higher % means a stronger effect; one-dose inhibition, % at 4 µM; EC50 in µM for titrated hits; actives 0.63% (n = 290,000); also: many of its hits are not listed in these tables
# KOR beta-arrestin-2 = KOR antagonists, beta-arrestin recruitment, cell-based, luminescence, uHTS (AID 1778). inhibition, % at 10 µM; hits with a dose series show IC50 in µM. actives 0.091% (n = 290,000). KOR beta-arrestin recruitment, luminescence, antagonist mode; higher % means a stronger effect; also: strong numbers were not always called active
# NOD1 inhibition = inhibition of NOD1-driven NF-kB reporter – cell-based, luminescence, uHTS, primary screen (AID 1578); actives 1% (n = 290,000); NOD1-driven NF-kB luciferase reporter cells, luminescence; higher % means a stronger effect; inhibition, % at 4 µM, or EC50 in µM where a hit was titrated; in the data active = inhibition mostly above about 36%, no sharp cut-off; inactive = mostly below about 34%;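 also: HEK-293T reporter cells stimulated with the NOD1 agonist gamma-tri-DAP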
# Dynein transport = dynein cargo transport inhibition | 3617.4 mouse cells, GR-EGFP nuclear translocation imaging; test concentration mostly 20 µM; stimulated with dexamethasone, 1 µM; hits give low values | z-score, hits read low | actives 0.47% (n = 220,000) | AID 1381;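 active = plate z-score of nuclear minus cytoplasmic receptor signal below a set negative limit, without overly bright fluorescence or cell loss, cut at about -3.5 in these data, passing the limit was not always enough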;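 also: z-score of nuclear minus cytoplasmic ring GR-EGFP intensity difference per well; some compounds called inactive have numbers as strong as hits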
#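 Buffer or medium: tet-free medium with charcoal-stripped serum / Also added: dexamethasone agonist, 1.0 µM final, for 30 min / Timing: induction 48 h, compound 1 h, agonist 30 min / Measured by: high-content fluorescence imaging after fixation / Read-out: nuclear-to-cytoplasmic GR-EGFP distribution per well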
# AID2073 = disruptors of CaV2.2 binding to Mint1 – biochemical, HTRF (AID 2073); HTRF protein-protein interaction, Mint1-CaV2.2; higher % means a stronger effect; inhibition, % at 20 µM; hits with a dose series show IC50 in µM; actives 0.19% (n = 290,000); in the data active = inhibition mostly above about 51%, no sharp cut-off; inconclusive = no clear call, values can overlap the other calls; inactive = mostly below about 53%; also: some results filed as inactive read as strong as hits
# Dynein transport cytoplasmic EGFP = recorded beside Dynein transport, whose call it bears; z-score; measured here: cytoplasmic GR-EGFP intensity; hits give high values
# Dynein transport nuclear GR-EGFP = recorded beside Dynein transport, whose call it bears; z-score; measured here: nuclear GR-EGFP intensity;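 lower value marks the stronger effect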
# Dynein transport cell count = further read-out of Dynein transport, marked with its call; z-score; measured here: cell count per field
# An asterisk follows results filed as active; ? = inconclusive; . = no result given; [ ] = dose if it differs, or a comment. Rule as the data show it, unless noted: active = inhibition above about 50%; inactive = the rest. This is a subset. The share of hits here may be higher or lower than overall.
SMILES,M1AAP inhibition,GPR55 activation,KOR beta-arrestin-1,P. falciparum M17LAP,HEK293 NOD2/NF-kB,KOR beta-arrestin-2,NOD1 inhibition,Dynein transport,Dynein transport cytoplasmic EGFP,Dynein transport nuclear GR-EGFP,Dynein transport cell count,AID2073
COc1ccc(-n2c(SCC(N)=O)nc3sc4c(c3c2=O)CCN(C)C4)cc1,8%,0.3%,-0.9%,37%,10%,40%,-24%,-0.33,-0.25,0.65,0.19,-1%
Cc1ccc(S(=O)(=O)c2nc(S(C)(=O)=O)sc2N2CCC(O)CC2)cc1,.,-0.2%,0.2%,.,10%,-26%,-4%,.,.,.,.,1%
CC(C)C1Oc2ccccc2C(=O)N(CC(=O)c2ccc3c(c2)OCCO3)C1=O (stereo not drawn),.,-0.1%,-1.2%,.,-65%,-20%,-52%,.,.,.,.,-5%
O=C(/C=C/c1ccccc1)NCC1(c2ccccc2)CCOCC1,3%,-0.1%,1.2%,10%,4%,17%,-16%,-0.52,-0.82,-0.6,0.27,17%
COCCNS(=O)(=O)c1cc(OC)ccc1OC,6%,0.1%,-0.6%,5%,3%,-13%,-41%,-0.14,-0.28,0.34,-0.11,-2%
CCN1CCN(Cc2nnc(-c3ccccc3)o2)CC1,.,-0.1%,-6.9%,.,-1%,-16%,-13%,.,.,.,.,5%
Cc1nc(SCc2ccccc2)c([N+](=O)[O-])[nH]1,-3%,-0.1%,-1.4%,-241%,10%,-1%,-7%,0.77,-0.12,0.067,-0.69,1%
Cc1cc(NC(=O)CCCSc2nc(-c3ccco3)cc(C(F)(F)F)n2)n(-c2ccccc2)n1,12%,-0.4%,-4.1%,-12%,15%,-11%,20%,1.3,-0.21,0.43,-1.1,45%
CCN(CCn1cccn1)C(=O)CC1C(=O)NCCN1CCc1ccccc1 (stereo not drawn),.,0.8%,6.1%,.,.,49%,.,.,.,.,.,7%
CCN(CC)C(=O)/C(=C/c1cn(S(=O)(=O)N(C)C)c2ccccc12)NC(=O)c1ccc(OC)cc1,12%,-0.4%,12%,-4%,7%,-20%,2%,-0.86,-0.27,-0.54,0.6,0%
O=C(CCn1c(=O)oc2ccccc21)N1CCCCCC1,1%,-0.5%,5.2%,-10%,15%,-24%,1%,-0.89,-0.27,-0.58,1.4,5%
Cc1cc(=O)oc2cc(OC(C)C(=O)O)c(Cl)cc12 (stereo not drawn),7%,0.2%,0.1%,-15%,14%,2%,1%,0.18,-0.22,0.39,0.67,-2%
CC(C)c1ccc(C(=O)NCCCNC(=O)c2cnccn2)cc1,.,-0.4%,6.3%,.,6%,-57%,2%,.,.,.,.,-5%
CC(C)C(=O)Nc1cccc(NC(=S)NC(=O)c2cccs2)c1,.,-0.2%,-4.0%,.,-10%,-7%,-21%,.,.,.,.,-4%
CC1Cc2cc(/C(O)=C3/C(=O)C(=O)N(CCCN4CCOCC4)C3c3ccc(C(C)C)cc3)ccc2O1 (stereo not drawn),.,0.2%,7.7%,.,19%,19%,-7%,.,.,.,.,6%

# A stretch of the results above, as a working copy:
SMILES,M1AAP inhibition,GPR55 activation,KOR beta-arrestin-1,P. falciparum M17LAP,HEK293 NOD2/NF-kB,KOR beta-arrestin-2,NOD1 inhibition,Dynein transport,Dynein transport cytoplasmic EGFP,Dynein transport nuclear GR-EGFP,Dynein transport cell count,AID2073
COc1ccc(-n2c(SCC(N)=O)nc3sc4c(c3c2=O)CCN(C)C4)cc1,8%,0.3%,-0.9%,37%,10%,40%,-24%,-0.33,-0.25,0.65,0.19,-1%
Cc1ccc(S(=O)(=O)c2nc(S(C)(=O)=O)sc2N2CCC(O)CC2)cc1,.,-0.2%,0.2%,.,10%,-26%,-4%,.,.,.,.,1%
CC(C)C1Oc2ccccc2C(=O)N(CC(=O)c2ccc3c(c2)OCCO3)C1=O (stereo not drawn),.,-0.1%,-1.2%,.,-65%,-20%,-52%,.,.,.,.,-5%

# Going on with the list.
SMILES,M1AAP inhibition,GPR55 activation,KOR beta-arrestin-1,P. falciparum M17LAP,HEK293 NOD2/NF-kB,KOR beta-arrestin-2,NOD1 inhibition,Dynein transport,Dynein transport cytoplasmic EGFP,Dynein transport nuclear GR-EGFP,Dynein transport cell count,AID2073
Cc1c(NC(=O)CSC2=C(C#N)C(c3ccccc3F)CC(=O)N2)c(=O)n(-c2ccccc2)n1C (stereo not drawn),8%,-0.2%,1.0%,6%,13%,5%,-15%,-0.87,0.083,-0.23,0.49,0%
O=C(OCc1ccccc1Cl)c1cc([N+](=O)[O-])ccc1N1CCOCC1,.,0.2%,4.6%,.,-3%,-21%,-35%,.,.,.,.,-1%
CC(C)COC(=O)c1nnsc1NC(=O)Nc1ccccc1,3%,0.3%,-7.6%,-51%,26%,17%,25%,-0.63,-0.13,-0.29,0.3,18%
COc1cc(OC)c(C2=NOC(C(=O)NCCc3ccccc3)C2)cc1Cl (stereo not drawn),-4%,-0.1%,-2.5%,2%,-2%,20%,-4%,-1,-0.33,-0.58,0.97,0%
COc1ccc(C)cc1NC(=O)Cn1cnc2sc(C)c(S(=O)(=O)N3CCOCC3)c2c1=O,7%,-0.1%,-6.9%,-1%,6%,11%,6%,1.6,0.24,1,0.35,14%
Cc1ccc2c(c1)c(-c1ccccc1)nc1nnnn12,6%,-0.1%,.,-20%,21%,21%[20 µM],-29%,-0.057,-0.18,-0.13,-0.47,18%
COc1ccc(CC(=O)OCc2nnc(C3COc4ccccc4O3)o2)cc1OC (stereo not drawn),10%,-0.1%,-3.4%,-5%,12%,10%,-34%,-0.041,-0.26,0.66,0.28,11%
CN(CC(=O)NCc1ccc2c(c1)OCO2)S(=O)(=O)c1ccc(Br)s1,-6%,-0.1%,-0.5%,6%,-27%,-13%,8%,0.55,-0.21,0.93,-0.08,0%
FC(F)(F)c1cc(C(F)(F)F)c2ccc(N3CCN(c4ccc(Cl)cc4)CC3)nc2n1,-8%,-0.1%,-0.8%,0%,12%,-10%,8%,-0.42,-0.21,-0.38,0.76,22%
O=C1c2ccccc2C(=O)c2c1cccc2N1CCN(Cc2ccccc2)CC1,9%,0.2%,3.0%,-4%,2%,-34%,.,-0.37,-0.2,0.36,-0.42,-7%
O=C(NC(=S)Nc1ccc(Cc2ccncc2)cc1)c1ccccc1,5%,0.0%,-2.5%,16%,-17%,4%,-13%,-1.2,-0.0025,-0.87,1.1,-9%
Cc1nnc(SCC(=O)c2c(N)n(Cc3ccccc3)c(=O)n(C)c2=O)n1C,-1%,-0.5%,1.5%,-6%,6%,-38%,-18%,0.32,-0.17,0.2,0.24,-5%
O=S(=O)(c1ccc(F)cc1)N1CCN(C(=S)NCc2ccco2)CC1,1%,-0.2%,7.8%,7%,17%,-31%,-10%,-0.68,-0.18,-0.61,0.39,-13%
COCCn1c(SCC(=O)N2CCOCC2)nc2c(c1=O)SCC2,.,-0.2%,0.0%,.,9%,-4%,-55%,.,.,.,.,?
CC(=O)C1=C(O)C=C(c2ccco2)CC1c1ccco1 (stereo not drawn),10%,-0.1%,1.4%,7%,6%,-11%,3%,-0.26,-0.19,0.19,-1.1,-10%
Cc1ccc(C(=O)NCC(=O)N2CCN(c3ccccc3)CC2)cc1,.,0.8%,7.8%,.,10%,-19%,-6%,.,.,.,.,4%
Cc1ccccc1C(=O)Nc1ccnn1C1CCN(Cc2ccncc2)CC1,.,0.0%,-1.8%,.,-15%,-12%,-32%,.,.,.,.,11%
Cc1c(NC(=O)CN2C(=O)NC(CCc3ccccc3)C2=O)c(=O)n(-c2ccccc2)n1C (stereo not drawn),-4%,0.2%,-0.7%,1%,-2%,18%,-33%,-0.69,-0.3,-0.022,0.7,6%
CCc1ccccc1NC(=S)N1CCC(NC(=O)c2ccc(OC)cc2)CC1,-6%,-0.1%,.,20%,19%,-42%[20 µM],0%,0.4,-0.21,0.18,-0.41,-8%
CCC(C)(C)n1nnnc1C(c1cc(OC)c(OC)c(OC)c1)N1CCN(c2ccccc2)CC1 (stereo not drawn),7%,-0.2%,1.7%,3%,-4%,-2%,8%,-0.19,-0.14,-0.16,-0.18,2%
CCNC(=O)C1CC(=O)N(c2ccc(Br)cc2)C1 (stereo not drawn),-3%,-0.2%,-2.9%,5%,15%,-29%,12%,0.063,-0.15,0.15,-0.75,2%
Cc1cccc(NC(=O)Nc2ccc(S(N)(=O)=O)cc2)c1,1%,0.2%,1.8%,0%,1%,-2%,-10%,-1.1,-0.26,0.17,1.1,8%
Cc1onc(-c2ccccc2)c1-c1csc(N/N=C/c2ccccc2Cl)n1,-1%,0.6%,4.2%,1%,0%,13%,4%,0.92,-0.28,0.41,0.039,17%
CC(C)CC(=O)Nc1nnc(CSCc2ccc(F)cc2)s1,0%,-0.1%,1.9%,-3%,15%,21%,-4%,-0.035,-0.29,-0.43,0.7,4%
Cc1csc(SCC(=O)Nc2cc(S(=O)(=O)N3CCOCC3)ccc2N2CCOCC2)n1,.,0.0%,-2.8%,.,13%,-1%,-4%,0.15,-0.73,-0.11,-0.12,-2%
CCCCN1CC(=O)N2[C@H](c3ccc(Cl)cc3)[C@@H]3C(=O)N(CC)C(=O)[C@@H]3[C@]2(Cc2ccccc2)C1=O,.,-0.2%,-1.5%,.,5%,8%[20 µM],-18%,.,.,.,.,14%
COCCCNC(=O)C1CCN(C(=O)c2cc3sccc3n2Cc2ccc(F)cc2)CC1,5%,-0.1%,1.2%,-5%,18%,-62%,-12%,0.86,-0.22,0.96,-0.7,-4%
CC1CCN(C(=O)c2ccc3c(c2)NC(=O)/C(=C/c2ccccc2)S3)CC1,.,-0.1%,-3.2%,.,16%,4%,-3%,.,.,.,.,3%
CCc1c(C)sc(NC(=O)c2cccs2)c1C(=O)OC(C)C,7%,-0.2%,14%,-2%,9%,-13%,-21%,0.84,-0.018,1.2,-2,16%
